NOD2 RIPK2 PPI: NOD2-RIPK2 protein interaction inhibition; O43353; hit rate 0.38% among 360,000; CHO BLA complementation NOD2-RIPK2, CCF4 ratio; inhibition, % at 4.98 µM; in the data active = inhibition above about 21%;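 note: 0% = vehicle only and 100% = reference blocker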
ABHD5 PLIN5 PPI: inhibitors of human ABHD5-perilipin-5 interaction; Q00G26+Q8WTS1; Split G. princeps luciferase complementation, luminescence, 4 h; inhibition, % at 4 µM; hit rate 0.78% among 360,000;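 active = inhibition above the mean inhibition across every tested compound plus 3 SD, cut at about 22% in these data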;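 note: 0% = DMSO only wells and the 100% control is not disclosed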
TROY NFkB inh: inhibitors of TROY-dependent NF-kB signaling; Q293 LMP1-TROYcd NF-kB luciferase reporter, 4 h; inhibition, % at 10 µM; hit rate 0.98% among 360,000;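 active = compounds whose plate-normalised and pattern-corrected inhibition of the luciferase reporter signal at the single screening dose is 50% or more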
SRC3 inh: inhibits human SRC3 coactivator; hit rate 0.17% among 360,000; inhibition, % at 3.6 µM; Q9Y6Q9; HEK293 GAL4-SRC3 luciferase reporter, luminescence;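 active = inhibition above a per-campaign cutoff, the mean of all compounds plus 3 SD, cut at about 60% in these data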;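 note: 0% = DMSO-treated cells and 100% = gossypol-treated cells at 36 µM; higher means less SRC3-driven luciferase light from the GAL4 reporter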
NCOA1 inh: inhibits human SRC1 coactivator; inhibition, % at 3.6 µM; Q15788; hit rate 0.12% among 360,000; HEK293 GAL4-SRC1 luciferase reporter, luminescence;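 active = inhibition above the campaign mean plus 3 SD, with each screening campaign given its own cutoff, cut at about 60% in these data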;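 note: 0% = DMSO treated cells and 100% = gossypol at 36 µM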
NCOA2 inhibitor: human SRC2 (NCOA2) inhibition | HEK293 GAL4-SRC2 luciferase reporter, luminescence | inhibition, % at 9 µM | hit rate 0.17% among 370,000;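 active = inhibition above the mean inhibition of all tested compounds plus 3 SD, set per campaign, cut at about 52% in these data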;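 note: 0% = DMSO treated cells and 100% = cells given Gossypol at 36 µM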
Exocytosis inh: lytic granule exocytosis inhibition; hit rate 0.66% among 360,000; AID 651702; inhibition, % at 10 µM; TALL-104 LAMP-1 surface exposure, flow cytometry; cells stimulated with thapsigargin and PMA;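 active = inhibition above about 55%, limit read from the data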
TLR9-MyD88 block: blocks human TLR9 binding to MyD88; CHO BLA complementation TLR9-MyD88, CCF4 FRET ratio; AID 504734; hit rate 0.21% among 340,000; inhibition, % at 4.98 µM;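 active = inhibition above the mean over all tested compounds plus 3 SD, cut at about 21% in these data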;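 note: 0% = DMSO only wells and 100% = clavulanate BLA inhibitor control wells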
Target sequence (Q99836 whole entry, looked up): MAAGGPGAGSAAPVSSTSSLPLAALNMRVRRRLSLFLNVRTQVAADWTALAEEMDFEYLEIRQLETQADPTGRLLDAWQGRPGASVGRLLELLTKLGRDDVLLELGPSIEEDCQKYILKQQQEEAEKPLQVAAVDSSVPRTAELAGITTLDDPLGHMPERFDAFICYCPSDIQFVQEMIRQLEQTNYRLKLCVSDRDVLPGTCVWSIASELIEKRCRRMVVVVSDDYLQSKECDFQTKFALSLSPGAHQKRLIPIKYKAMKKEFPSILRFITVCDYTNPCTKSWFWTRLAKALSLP
Target sequence (Q9NR96 whole entry, looked up): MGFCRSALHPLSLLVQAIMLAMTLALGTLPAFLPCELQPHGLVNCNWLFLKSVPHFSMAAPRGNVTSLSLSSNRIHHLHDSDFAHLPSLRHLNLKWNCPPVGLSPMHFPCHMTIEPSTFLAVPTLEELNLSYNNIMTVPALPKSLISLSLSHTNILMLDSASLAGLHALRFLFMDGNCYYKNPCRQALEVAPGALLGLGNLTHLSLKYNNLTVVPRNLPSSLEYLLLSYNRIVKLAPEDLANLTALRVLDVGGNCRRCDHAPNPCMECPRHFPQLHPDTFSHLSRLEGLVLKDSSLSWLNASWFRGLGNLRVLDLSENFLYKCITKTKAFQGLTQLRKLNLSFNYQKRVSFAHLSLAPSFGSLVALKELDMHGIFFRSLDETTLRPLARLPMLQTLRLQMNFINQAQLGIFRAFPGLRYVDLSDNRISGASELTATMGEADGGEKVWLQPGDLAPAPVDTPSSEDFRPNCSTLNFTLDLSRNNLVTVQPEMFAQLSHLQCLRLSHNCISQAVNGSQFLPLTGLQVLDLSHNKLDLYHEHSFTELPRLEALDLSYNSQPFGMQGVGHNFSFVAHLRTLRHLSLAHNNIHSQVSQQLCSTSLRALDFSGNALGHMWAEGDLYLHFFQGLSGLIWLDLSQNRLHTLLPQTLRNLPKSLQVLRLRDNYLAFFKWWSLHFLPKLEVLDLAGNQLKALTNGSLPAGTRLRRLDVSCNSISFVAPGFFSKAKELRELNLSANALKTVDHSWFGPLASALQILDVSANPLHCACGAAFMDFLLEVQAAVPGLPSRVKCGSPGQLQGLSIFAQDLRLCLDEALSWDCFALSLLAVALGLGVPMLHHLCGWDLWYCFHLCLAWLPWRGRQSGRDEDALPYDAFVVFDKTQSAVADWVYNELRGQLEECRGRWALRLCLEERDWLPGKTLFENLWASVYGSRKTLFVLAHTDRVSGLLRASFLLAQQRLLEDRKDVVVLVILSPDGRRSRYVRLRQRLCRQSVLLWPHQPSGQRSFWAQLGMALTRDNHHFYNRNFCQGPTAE
NR5A2 inv ag: NR5A2 inverse agonism in reporter assay; O00482; HEK293T StAR-luciferase reporter, LRH-1 transfected, 24 h; inhibition, % at 3.6 µM; hit rate 0.13% among 360,000; AID 602396;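 active = inhibition above the mean inhibition of all tested compounds plus 3 SD, cut at about 73% in these data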;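 note: 0% = DMSO wells and 100% = reporter-only cells lacking LRH-1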
TWEAK-Fn14 inh: TWEAK-Fn14 signaling inhibition. TWEAK-stimulated Fn14 reporter cells, luciferase luminescence, 8 h. inhibition, % at 10 µM. hit rate 2% among 360,000. AID 1159606; in the data active = inhibition above about 50%
NR2F2 inh: blocks human COUP-TFII nuclear receptor. HEK293T NGFI-A luciferase reporter, luminescence. inhibition, % at 8.6 µM. hit rate 0.7% among 370,000. AID 686940;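 active = inhibition above a per-plate cutoff, mean inhibition of test wells between control levels plus 3 SD, cut at about 38% in these data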;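 note: cells cotransfected with COUP-TFII expression vector driving the NGFI-A reporter; 0% = median of COUP-TF2 test wells and 100% = reporter-only cells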
Numbers without * were called inactive; x = not tested or not shown. Only part of the results is shown (hit frequency here may not be typical).

SMILES | NOD2 RIPK2 PPI | ABHD5 PLIN5 PPI | TROY NFkB inh | SRC3 inh | NCOA1 inh | NCOA2 inhibitor | Exocytosis inh | TLR9-MyD88 block | NR5A2 inv ag | TWEAK-Fn14 inh | NR2F2 inh
Cc1nn(C(=O)c2nn(C)cc2Cl)c(C)c1Br | -4 | 0 | -24 | 0 | -17 | 17 | -2 | 4 | -5 | 2 | 14
Cc1cc(C)c(O)c(-c2cc(C(=O)NCCc3ccc(S(N)(=O)=O)cc3)[nH]n2)c1 | -7 | 8 | -2 | -6 | 3 | 9 | 63* | -2 | -7 | 0 | -3
CC(=O)SC(C)CC(=O)NCc1ccccc1 (stereo unspecified) | -9 | 6 | -3 | -15 | -16 | 3 | -1 | 10 | 7 | 2 | 8
COc1cc(OC)cc(C(=O)Nc2cccc(NC(C)=O)c2)c1 | -9 | -2 | 8 | 8 | -14 | 2 | -1 | 10 | 0 | -30 | -3
Cc1ccc(-n2nc3cc(C)c(N)cc3n2)cc1 | 4 | -12 | -32 | -87 | -90 | -28 | 3 | -9 | -115 | -14 | -22
O=[N+]([O-])c1ccccc1S(=O)(=O)N(CC1CO1)c1ccccc1 (stereo unspecified) | -1 | -2 | 14 | 1 | -26 | -15 | -9 | 10 | 8 | 11 | -15
CCOC(=O)N1CCN(C(=O)c2cc3c(=O)n(C)c4ccccc4c3n2C)CC1 | -17 | 5 | 0 | -9 | 8 | -7 | -2 | 0 | 5 | -9 | -2
O=C(O)c1ccccc1CC(CCc1ccccc1)C(=O)O (stereo unspecified) | 4 | 1 | 2 | -6 | -16 | -23 | -26 | -6 | 10 | 0 | -17
CN(Cc1cnn(-c2ccccc2)c1)C(=O)c1ccc(S(=O)(=O)NCc2ccco2)cc1 | 1 | -5 | 10 | -4 | -5 | -5 | 4 | -4 | -6 | 13 | -2
CN(CC1CCCN(CCc2ccc(Cl)cc2)C1)C(=O)c1ccc2nc[nH]c2c1 (stereo unspecified) | -15 | 4 | -1 | 17 | -7 | 0 | -1 | 6 | 2 | -14 | 11
O=S(=O)(c1ccccc1)N1CCc2ccccc2C1 | -8 | -4 | -5 | -13 | -17 | 8 | -6 | 1 | 10 | 12 | -2
COc1cc(NC(=O)C/C(C)=N/NC(=O)C(=O)NC2CCCCC2)c(OC)cc1Cl | -6 | 24* | -15 | -1 | 6 | 5 | 22 | -2 | 11 | 4 | 5
Cc1cccc(NC(=O)CNC(=O)CCc2nc3sc4c(c3c(=O)[nH]2)CCCC4)c1C | -10 | -2 | -7 | -7 | -20 | -25 | -3 | 10 | 5 | 4 | -8
COC1=CC2(O)CCCC2=CC1=O (stereo unspecified) | 5 | 9 | -3 | 7 | -3 | -14 | -4 | 1 | 15 | 0 | -5
Cc1ccc([C@@H]2CC=C(C(=O)O)[C@H](c3ccc(Cl)cc3)N2S(=O)(=O)c2ccccc2C)cc1 | -12 | -7 | 31 | 3 | -6 | 2 | 1 | -3 | -2 | 26 | -16
Cc1ccc(C(=O)OCC(=O)Nc2ccc3c(c2)OCO3)c(O)c1 | -2 | 2 | -12 | -20 | -36 | 1 | 0 | 1 | -18 | -16 | -54
O=c1[nH]ncn1-c1ccc(Br)cc1 | -2 | -2 | -7 | 16 | -1 | 12 | 0 | 0 | -4 | 3 | 12
COc1ccc(OC)c(S(=O)(=O)N(C)CC(=O)N2CCN(c3ccc(F)cc3)CC2)c1 | -12 | -2 | 5 | 10 | -6 | -21 | 1 | -1 | 17 | 5 | -6
O=C(COn1nnc2ccc(Cl)cc21)NC1CCS(=O)(=O)C1 (stereo unspecified) | -7 | 7 | -11 | -5 | -6 | -7 | -4 | 0 | 20 | -4 | 3
CC(O)CSc1nc2c(c(=O)[nH]c(=O)n2C)n1Cc1ccccc1 (stereo unspecified) | -2 | -5 | -43 | 5 | 11 | 3 | -10 | -5 | 7 | -3 | 7
CN(C)C=NC(=O)c1ccc(N2CCN(c3ncc(C(F)(F)F)cc3Cl)CC2)cc1 | -12 | -6 | -5 | 20 | 6 | -16 | 5 | 0 | -4 | -13 | 8
O=C(NCc1ccco1)c1cc(S(=O)(=O)N2CCOCC2)ccc1Cl | -1 | -5 | -15 | 5 | 5 | -4 | -3 | 0 | -8 | 8 | 11
O=C(CN1C(=O)C2C3CC(C(Br)C3Br)C2C1=O)OCC(=O)c1cccc([N+](=O)[O-])c1 (stereo unspecified) | -16 | -1 | -10 | 14 | 4 | -28 | -2 | -8 | 11 | 3 | 2
COc1ccc(OC)c(S(=O)(=O)N2CCCC(C(=O)N3CCC(C(N)=O)CC3)C2)c1 (stereo unspecified) | 2 | 3 | 8 | -12 | 0 | 0 | 0 | 1 | 14 | 1 | 2
CCC(C)(C)NC(=O)CCCSc1nc2ccccc2[nH]1 | 2 | -1 | -12 | 9 | -21 | -22 | 5 | 8 | -21 | -6 | -13

The final 2 compounds of the section before are carried over, then new ones follow.
SMILES | NOD2 RIPK2 PPI | ABHD5 PLIN5 PPI | TROY NFkB inh | SRC3 inh | NCOA1 inh | NCOA2 inhibitor | Exocytosis inh | TLR9-MyD88 block | NR5A2 inv ag | TWEAK-Fn14 inh | NR2F2 inh
COc1ccc(OC)c(S(=O)(=O)N2CCCC(C(=O)N3CCC(C(N)=O)CC3)C2)c1 (stereo unspecified) | 2 | 3 | 8 | -12 | 0 | 0 | 0 | 1 | 14 | 1 | 2
CCC(C)(C)NC(=O)CCCSc1nc2ccccc2[nH]1 | 2 | -1 | -12 | 9 | -21 | -22 | 5 | 8 | -21 | -6 | -13
Cc1cc(C)c[n+](CC(=O)c2c(C)cc(C)c([N+](=O)[O-])c2C)c1 | 6 | -1 | -13 | 1 | -12 | -5 | 1 | -4 | 6 | -25 | -16
CCNC(=O)C1CC(=O)OC12CCCCC2 (stereo unspecified) | 6 | 5 | 6 | -25 | -11 | -4 | -1 | 2 | 17 | 2 | 19
Cn1ccc(=O)c2cc([N+](=O)[O-])ccc21 | 3 | -2 | -25 | -17 | 0 | 16 | 18 | 7 | 7 | 29 | 0
Cc1cc(Cl)ccc1OC(C)C(=O)NNC(=O)C1CCCCC1C(=O)O (stereo unspecified) | -1 | 2 | 13 | 9 | -7 | -7 | 1 | 9 | 8 | 12 | -2
O=C(CN1CCN(c2ccc(F)cc2)CC1)Nc1ccc2c(c1)OCCO2 | -13 | 1 | 25 | -5 | -8 | -29 | -3 | 4 | 6 | 46 | -1
CCN1C[C@@H]2[C@@H]3C(=O)N(C)C(=O)[C@@H]3[C@](Cc3ccccc3)(C(=O)OC)N2C1=NC1CCCCC1 | 4 | -6 | -2 | 14 | 11 | 15 | 3 | -1 | -8 | 6 | -3
CC(=O)NCCNC(=O)C1CCC(CNc2nc(=S)[nH]c3ccccc23)CC1 (stereo unspecified) | -5 | 4 | 22 | 3 | 10 | -36 | 4 | -1 | 8 | 4 | 23
CN(C(=O)COC(=O)Cc1c(Cl)cccc1Cl)C1CCS(=O)(=O)C1 (stereo unspecified) | -12 | 4 | 11 | 8 | 6 | -9 | 19 | 4 | -10 | 0 | -3
Cc1cccc(C(=O)OC(C)C(=O)N2CCc3ccccc3C2)c1C (stereo unspecified) | 4 | -3 | -21 | 3 | -2 | 5 | 1 | 11 | 6 | -2 | 5
Cc1ccc(CN2CCN(Cc3cn(C(C)C)c4ccccc34)CC2CCO)o1 (stereo unspecified) | 9 | -6 | 2 | 8 | -19 | -10 | -2 | -16 | -2 | 9 | 14
CCCn1nc(C(=O)Nc2ccc(S(=O)(=O)Nc3ncccn3)cc2)c2ccccc2c1=O | -10 | -1 | 2 | -31 | -76 | 4 | 7 | -4 | -21 | 2 | 13
CCCC(C)(C)C(=O)N1CCC1(C)C(=O)NS(=O)(=O)c1cccc(Cl)c1 (stereo unspecified) | -9 | 3 | -7 | -11 | -11 | -32 | 2 | x | -13 | -5 | -6
CCOc1ccccc1NC(=O)C(CC(C)C)NC(=O)C1CCC(C)CC1 (stereo unspecified) | -1 | -2 | 6 | 4 | -2 | -27 | 1 | -8 | 18 | -23 | 12
Cc1ccc(-n2cc(S(=O)(=O)c3ccc(C)cc3)[nH]c2=O)cc1 | -6 | -6 | -8 | 4 | -12 | -14 | 2 | -7 | 4 | -29 | -4
Cc1ccccc1NS(=O)(=O)c1ccc(NS(=O)(=O)c2cccs2)cc1 | -5 | -10 | -1 | 10 | 3 | -14 | -20 | -7 | 0 | -9 | 7
O=S(=O)(NCCCNS(=O)(=O)c1c(F)cccc1F)c1ccc2c(c1)OCCO2 | -4 | -13 | 3 | 7 | 6 | 9 | -5 | -8 | -4 | 21 | -12
Cc1cc(=S)c2ccccc2[nH]1 | -7 | 1 | -8 | 15 | 6 | 10 | -16 | -1 | 10 | 18 | 0
NC(=O)C1CCCN(S(=O)(=O)c2ccc(Br)cc2)C1 (stereo unspecified) | -7 | -7 | 4 | 2 | -13 | -8 | -2 | -8 | 2 | 0 | 2

Copied from the list:
CC(=O)NCCNC(=O)C1CCC(CNc2nc(=S)[nH]c3ccccc23)CC1 (stereo unspecified) in NR5A2 inv ag = 8
Cc1ccc(-n2cc(S(=O)(=O)c3ccc(C)cc3)[nH]c2=O)cc1 in NCOA1 inh = -12

Structures above printed as active in Exocytosis inh.
canonical_smiles | NOD2 RIPK2 PPI | ABHD5 PLIN5 PPI | SRC3 inh | NCOA1 inh | NCOA2 inhibitor | Exocytosis inh | TLR9-MyD88 block | NR5A2 inv ag | TWEAK-Fn14 inh | NR2F2 inh
Cc1cc(C)c(O)c(-c2cc(C(=O)NCCc3ccc(S(N)(=O)=O)cc3)[nH]n2)c1 | -7 | 8 | -6 | 3 | 9 | 63* | -2 | -7 | 0 | -3

Only TWEAK-Fn14 inh and NR5A2 inv ag, for some of the entries so far:
SMILES	TWEAK-Fn14 inh	NR5A2 inv ag
CCCn1nc(C(=O)Nc2ccc(S(=O)(=O)Nc3ncccn3)cc2)c2ccccc2c1=O	2	-21
CCCC(C)(C)C(=O)N1CCC1(C)C(=O)NS(=O)(=O)c1cccc(Cl)c1 (stereo unspecified)	-5	-13

Source: PubChem (several laboratories)
